Screening results deposited in PubChem BioAssay by The Scripps Research Institute Molecular Screening Center.
TbREL1 inh – TbREL1 RNA ligase inhibitors, primary screen, biochemical, FRET fluorescence. hit rate 0.49% among 89,000. TbREL1 RNA ligation. AID 1117264, 2014. inhibition, % at 9.66 µM;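 active = inhibition above the mean inhibition across all screened compounds plus 3 SD, cut at about 11% in these data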;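 also: 0% = plate median of test wells and 100% = NSC42067 control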
Target sequence (P86926 whole entry, looked up): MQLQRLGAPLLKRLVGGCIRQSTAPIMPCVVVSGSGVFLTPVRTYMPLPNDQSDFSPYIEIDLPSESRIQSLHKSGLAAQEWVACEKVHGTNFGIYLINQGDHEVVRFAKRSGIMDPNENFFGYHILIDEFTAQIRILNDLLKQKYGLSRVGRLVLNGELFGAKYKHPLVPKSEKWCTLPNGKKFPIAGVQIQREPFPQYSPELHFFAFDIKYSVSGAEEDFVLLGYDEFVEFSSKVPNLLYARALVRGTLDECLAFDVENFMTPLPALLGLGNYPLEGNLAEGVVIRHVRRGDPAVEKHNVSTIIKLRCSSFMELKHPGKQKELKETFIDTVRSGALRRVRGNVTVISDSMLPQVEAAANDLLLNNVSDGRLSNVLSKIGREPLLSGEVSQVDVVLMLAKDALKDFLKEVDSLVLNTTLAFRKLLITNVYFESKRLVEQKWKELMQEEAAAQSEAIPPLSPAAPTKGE
* marks the source's active call; other numbers are inactive results.

SMILES	TbREL1 inh
C[C@H](CO)N1C[C@H](C)[C@@H](CN(C)C(=O)Nc2ccccc2)Oc2ccc(NC(=O)Nc3ccc(C(F)(F)F)cc3)cc2C1=O	0.2
CCOC(=O)c1csc(NC(=O)C2CCCN(S(=O)(=O)c3ccc([N+](=O)[O-])cc3)C2)n1 (stereo not drawn)	1.1
O=C1C=C(c2ccc3[nH]ccc3c2)CCC1	-1.3
COc1ccc([C@H]2OC(=O)C[C@H]2C(=O)N2CCN(C(=O)C3CCCO3)CC2)cc1OC (stereo partly drawn)	-3.2
Nc1n[nH]c(N)c1N=Nc1ccccc1	0.4
COc1cccc(Cn2c(C(C)n3c(C)nc4ccccc43)nc3ccccc32)c1 (stereo not drawn)	-1.0
NC(=O)N1CCCC1C(=O)Nc1ccc(Cl)c(Cl)c1 (stereo not drawn)	5.6
Cc1cccc(NC(=O)CSc2nc3ccccc3o2)c1	4.4
O=C1NN=C(c2ccc(Cl)cc2)CC1c1cccc(Br)c1 (stereo not drawn)	0.0
COc1ccc2c(Cl)c(C(=O)N/N=C/c3ccc4c(c3)OCO4)sc2c1	-0.1

Grouped by structure: the entries above containing sulfur (3)
SMILES	TbREL1 inh
CCOC(=O)c1csc(NC(=O)C2CCCN(S(=O)(=O)c3ccc([N+](=O)[O-])cc3)C2)n1 (stereo not drawn)	1.1
Cc1cccc(NC(=O)CSc2nc3ccccc3o2)c1	4.4
COc1ccc2c(Cl)c(C(=O)N/N=C/c3ccc4c(c3)OCO4)sc2c1	-0.1

New compounds follow
SMILES	TbREL1 inh
O=C1C=C(c2ccc3c(c2)oc2ccccc23)C[C@@H](c2ccc(Cl)cc2)C1	3.6
O=C(NCCN1CCOCC1)c1ccc2c(c1)N(Cc1ccc(F)cc1)C(=O)CS2	5.4
CNc1ccccc1-n1ccc(-c2ccccc2)n1	0.3
O=S(=O)(c1cc2ccccc2s1)n1c(CN2CCOCC2)nc2ccccc21	0.0
COC/C=C/C1=CC(=O)C[C@H](c2ccc3c(c2)OCO3)C1	0.4
COc1ccc(NC(=O)Nc2ccc3c(c2)CCC3)cc1	3.4
CCN(C(=O)COC(=O)CNC(=O)c1ccc(F)cc1)C1CCS(=O)(=O)C1 (stereo not drawn)	2.2
CCCN1CCCCC(NC(=O)c2ccc(-c3ccccc3)cc2)C1=O (stereo not drawn)	0.6
CCc1ccc(NC(=O)CCNC(=O)Cn2cnc3ccccc3c2=O)cc1	4.5
CN(C)/C=N/c1ncc(C(=O)c2ccccc2)s1	0.9
Cn1cc(C(=O)C(=O)N2CCCC2)c2ccccc21	-0.1
O=C1C=C(c2cccc3c2oc2ccccc23)CCC1	0.4
CSc1nc2cc(C)nn2c(-c2ccccc2Cl)c1C#N	-1.3
CCCNC(=O)c1cc2c(c(-c3cccc(-c4ccccc4F)c3)n1)[C@H](CCO)N(C(=O)CC1CC1)C2	2.9
CC1(C)CC(=O)C2=C(C1)N(c1ccc(F)cc1)C(=O)CC2c1cccnc1 (stereo not drawn)	-1.8
Cc1[nH]c2ccccc2c1SCc1nnc(SCc2ccc(Cl)cc2)n1C	-1.2
O=C(Nc1ccc2c(c1)OCO2)c1ccc([N+](=O)[O-])cc1[N+](=O)[O-]	1.6
CCOC(=O)N1CCC(NC(=O)c2cc(S(=O)(=O)N3CCCCC3)ccc2F)CC1	-1.9
COc1ccc(NC(=O)N(C)C[C@@H]2Oc3c(NC(=O)Nc4c(C)noc4C)cccc3C(=O)N([C@@H](C)CO)C[C@@H]2C)cc1	-2.8
O=C(NCC1CCCO1)c1ccc(Br)s1 (stereo not drawn)	-0.9
Cn1c(=O)cc(OCCCC(=O)Nc2cc(-c3ccncc3)ccn2)c2ccccc21	-0.1
CCOC(=O)N1CCN(c2c(N3CCC(N4CCCCC4)CC3)c(=O)c2=O)CC1	0.3
FC(F)(F)c1ccc(N/N=C/c2cccnc2)nc1	0.1
O=C(CSc1ncccn1)NC(=O)Nc1ccc2c(c1)OCCO2	0.2
Cc1sc2c(c1C)C(=O)NC(c1ccccc1F)N2 (stereo not drawn)	-1.2
Cc1cccc(NC(=O)CN(C)CC(=O)NC(c2ccccc2)c2ccccc2)c1C	-1.8
Cc1cccc(NC(=O)CNC(=O)CSc2nnc(C(F)(F)F)n2C)c1C	1.1
c1ccc(CNCC2COc3ccccc3O2)cc1 (stereo not drawn)	4.5
COC(=O)N1C/C=C\C(c2ccc(OC)cc2)N(Cc2ccc(F)cc2)C(=O)C1 (stereo not drawn)	4.0
COc1ccccc1S(=O)(=O)Nc1cc(S(=O)(=O)N2CCCCC2)ccc1N1CCOCC1	-2.1

Three of the entries above in order of their number in TbREL1 inh, smallest number first:
SMILES	TbREL1 inh
COc1ccc(NC(=O)N(C)C[C@@H]2Oc3c(NC(=O)Nc4c(C)noc4C)cccc3C(=O)N([C@@H](C)CO)C[C@@H]2C)cc1	-2.8
CSc1nc2cc(C)nn2c(-c2ccccc2Cl)c1C#N	-1.3
COC/C=C/C1=CC(=O)C[C@H](c2ccc3c(c2)OCO3)C1	0.4

Additional compounds follow:
SMILES	TbREL1 inh
O=C(NCc1ccccc1Cl)c1ccccc1Oc1ccccc1	1.5
Cc1cc(NC(=O)c2ccco2)ncc1NC(=O)CCc1ccccc1	1.1
C#CCOCCOCCOCCNc1nc(N2CCOCC2)nc(N2CCN(C(=O)[C@H](Cc3cc4ccccc4[nH]3)n3cc([C@@H](N)Cc4ccc(O)cc4)nn3)CC2)n1	1.7
CCOc1ccc(C(=O)Nc2ccc(N3CCN(C(=O)c4ccco4)CC3)cc2)cc1Br	-4.3
CN(C)c1nc(Nc2ccccc2)nc(N(C)C)n1	4.6
COc1ccc(OC)c(-c2csc(NC(=O)c3ccccc3F)n2)c1	0.1
CC(=O)Nc1coc2ccc(Br)cc12	0.3
CCc1ccccc1N(CC(=O)NCc1ccccc1)C(=O)CCC(=O)Nc1ccccn1	-1.0
Oc1ccc(C=NN=Cc2ccco2)c(O)c1	3.4
O=C1[C@H]2[C@@H](/C=C/c3ccccc3)N3C(=O)CN(Cc4ccccn4)C(=O)[C@@]3(Cc3ccccc3)[C@H]2C(=O)N1c1ccccc1	2.7
CCOC(=O)c1cccc(NC(=O)CN(c2ccc(C)cc2)S(=O)(=O)c2c(C)n[nH]c2C)c1	-1.0
CC1CCN(C(=O)CC(NC(N)=O)c2ccccc2Cl)CC1 (stereo not drawn)	-2.2
CCCCC(=O)NC(=S)Nc1cccc(NC(=O)c2ccco2)c1	-4.9
O=C(NC(=S)NCC1CCCO1)c1ccc(Cl)cc1Cl (stereo not drawn)	-3.0
CCN(CC)C(=S)SCC(=O)c1ccccc1	-2.0
CCOc1ccccc1N1CCN(C(=O)/C=C/c2cccc([N+](=O)[O-])c2)CC1	-1.1
CCCC(=O)Nc1c(C(=O)OCC)[nH]c2ccccc12	-0.1
CCOC(=O)C1(Cc2ccc(OC)cc2)CCN(C(=O)CCn2cccn2)CC1	4.0
O=C(Cc1ccc(Cl)cc1)NNC(=O)c1cnccn1	3.7
NC(=O)c1cc(S(=O)(=O)Nc2cccc(F)c2)co1	-1.9

Reformatted with values ahead of the structure: entries from further up
TbREL1 inh | Compound
0.0 | O=S(=O)(c1cc2ccccc2s1)n1c(CN2CCOCC2)nc2ccccc21
0.4 | COC/C=C/C1=CC(=O)C[C@H](c2ccc3c(c2)OCO3)C1
3.4 | COc1ccc(NC(=O)Nc2ccc3c(c2)CCC3)cc1
2.2 | CCN(C(=O)COC(=O)CNC(=O)c1ccc(F)cc1)C1CCS(=O)(=O)C1 (stereo not drawn)
0.6 | CCCN1CCCCC(NC(=O)c2ccc(-c3ccccc3)cc2)C1=O (stereo not drawn)

Further compounds
SMILES	TbREL1 inh
COc1cccc(NC(=O)CC2COc3ccccc3O2)c1 (stereo not drawn)	2.1
Cn1c(C(=O)NCCc2ccsc2)cc2c(=O)n(C)c3ccccc3c21	-1.3
O=C(CSc1nc2sc3c(c2c(=O)n1-c1ccc(Cl)cc1)CCCC3)c1ccccc1Cl	2.6
C/C(=N\NC(=S)Nc1ccccc1)C1Cc2ccccc2C(=O)O1 (stereo not drawn)	-4.0
O=C(NCc1ccc(F)c(F)c1)C1CCCN(c2nc3ccccc3o2)C1 (stereo not drawn)	2.6
COCCN(CCOC)S(=O)(=O)c1ccc(C(=O)Nc2ccncc2)cc1	2.3
COCCN(Cc1cc2cc(C)ccc2n2nnnc12)C(=S)Nc1cccc(C)c1	4.3
Cn1ncc2c(N3CCN(c4ccccc4F)CC3)ncnc21	-1.1
CCOC(=O)c1ccc(NC(=S)N(CCCN(CC)CC)Cc2ccco2)cc1	-2.3
O=C(NNS(=O)(=O)c1ccccc1F)c1cccc(S(=O)(=O)N2CCOCC2)c1	4.8
Cc1cc(N2CCOCC2)ccc1/C=C1\SC(=O)N(C(C)C)C1=O	3.7
O=C1NC(c2cccc(C(F)(F)F)c2)c2c(-c3ccccc3)n[nH]c21 (stereo not drawn)	4.0
Cc1cccc(COC[C@H](CC(C)C)N2CCN(C(=O)c3ccc(C(C)(C)C)cc3)CCC2=O)c1	0.5
CCCCOc1ccc(C(=O)NC2CCCCN(Cc3ccc(C)cc3)C2=O)cc1 (stereo not drawn)	-1.3
COCCCNC(=O)c1ccc(N2CCOCC2)c(NS(=O)(=O)c2ccc(OC)cc2)c1	-1.9
Cc1ccc(NC(Cc2cc(C)no2)c2ccccc2)cc1 (stereo not drawn)	-4.2
Cc1ccccc1NC(=O)CN1C(=O)CCSc2ccccc21	-2.1
O=S1(=O)CC(N2CC=CC2)CN1Cc1cn(Cc2ccccc2)nn1 (stereo not drawn)	-4.1
COc1ccc(S(=O)(=O)N2CCC(C(=O)Nc3ccccc3N3CCCC3)CC2)cc1OC	-8.2
O=S1(=O)CCOC[C@H](Cc2ccccc2)N1Cc1ccccc1F	-1.4
CC(=O)Nc1ccc(S(=O)(=O)NCC(=O)N2CCN(S(=O)(=O)c3cccs3)CC2)cc1	0.3
Cc1ccc(/C=N/n2nnnc2N)cc1[N+](=O)[O-]	7.9
CCc1ccccc1NC(=O)CC1S/C(=N\c2nccs2)N(CC)C1=O (stereo not drawn)	-0.4
Cc1ccc2sc(N(CCCN(C)C)C(=O)c3ccc(Br)s3)nc2c1C	5.0
COC(=O)c1ccc(-c2nc(O)c3cnccn23)cc1	0.7
CCCS(=O)(=O)C/C(N)=N/OC(=O)c1ccc(Cl)cc1	3.2
NC(=O)CC(NC(=O)c1ccccc1)c1ccc(NCC2CC2)c([N+](=O)[O-])c1 (stereo not drawn)	5.6
CC(=O)Nc1ccccc1OCC(=O)c1ccc2c(c1)OCO2	-1.4
COC(=O)C1=C(N)Oc2c(oc(CO)cc2=O)C1c1ccccc1F (stereo not drawn)	-1.1
COc1ccc(S(=O)(=O)NCc2ccccn2)cc1NC(=O)c1ccc(Cl)cc1	-0.4
Cc1cc(C)c2cc3c(N)c(C(=O)N4CCOCC4)sc3nc2c1	-4.2
Cn1cccc1C(C#N)c1cccc(F)c1C#N (stereo not drawn)	0.1
Cc1ccc(C(=O)NNC(=O)C2CCN(Cc3ccccc3)CC2)cc1	-1.3
Cn1c(=O)c2c(nc(NCC3CCCO3)n2C)n(C)c1=O (stereo not drawn)	-4.1
O=C(CCC(=O)N(c1cccc(F)c1)C(C(=O)NC1CCCC1)c1ccncc1)Nc1cccnc1 (stereo not drawn)	-2.2
CCOc1ccc2oc(C(=O)N3CC(C)OC(C)C3)c(C)c2c1 (stereo not drawn)	-2.8
CC(=O)N1CCN=C1SCc1ccccc1F	-1.3
CCO/C(C)=N/Oc1cccc(N(C)C)c1	-5.0
CN(c1cccnc1)c1ccc(NC(=O)Cc2c[nH]c3ccccc23)cc1-c1cccnc1F	0.3
COc1ccc2[nH]c3c(c2c1)CCN1C(=O)C(CC(=O)NCCC2=CCCCC2)C[C@H](C(=O)N2CCCCC2)[C@@]31CCc1ccccc1 (stereo partly drawn)	-1.9
COc1ccc(C(=O)Nc2ccccc2C(=O)NC(Cc2ccc(O)cc2)C(=O)NNC(=O)c2ccncc2)cc1 (stereo not drawn)	-2.8
Cn1c(CNC(=O)c2ccccc2F)nnc1SCC(=O)N1CCN(c2ccccc2)CC1	-5.8
COc1ccc(C(C)=O)cc1CSc1nnc(Nc2ccccc2)s1	0.8
O=C(Cc1cccc(C(F)(F)F)c1)NCc1ccc(Cl)cc1Cl	-0.5
O=C1CCN(CCc2ccccc2)CCN1CCOc1ccccc1	0.1
CCCCCCC(=O)NC1CCCCN(Cc2ccccc2C)C1=O (stereo not drawn)	-4.3
COc1cc(OC)cc(-c2n[nH]c(=S)n2-c2cc(OC)ccc2OC)c1	-4.4
COc1ccc(/C=N/NC(=O)c2cccnc2)cc1COc1ccc([N+](=O)[O-])cc1	-4.0
CCN(CC)S(=O)(=O)c1ccc(Cl)c(C(=O)NNC(=O)c2csc(N3CCOCC3)n2)c1	2.7
COc1ccc(S(=O)(=O)N2CCOCC2)cc1NC(=O)COC(=O)c1[nH]c(C)c(C(C)=O)c1C	-1.8
The results go on.
SMILES	TbREL1 inh
COc1ccc(C(=O)N/N=C(\C)c2cccc(NC(=O)c3ccc(F)cc3)c2)c(OC)c1	1.7
COc1ccccc1CNC(=S)NC1CCCCC1	-6.7
O=C(NCc1ccccc1CN1CCCC1)c1ccc(Cl)c(N2CCCC2=O)c1	-3.6
Cc1ccc(NC(=O)CN2C(=O)S/C(=C\c3cc(C)n(C)c3C)C2=O)cc1	-5.5
CN(CC(=O)Nc1cccc([N+](=O)[O-])c1)S(=O)(=O)c1ccccc1	0.4
CCOC(=O)C1=C(C)N=c2s/c(=C\c3ccc(OCC(=O)O)cc3)c(=O)n2C1c1ccccc1 (stereo not drawn)	0.0
c1cncc(-c2nc(N3CCCCCC3)c3ccccc3n2)c1	-0.5
O=C(SCC(O)C(O)CS)c1cccs1 (stereo not drawn)	17.8*
CN1CCCN(S(=O)(=O)c2ccc3c(c2)CCC(=O)N3)CC1	-0.7
Nc1nnc(SCC(=O)Nc2ccc(F)c(Cl)c2)n1-c1ccccc1	4.7
Clc1ccc(C(c2ccccc2)N2CCN(c3ccccn3)CC2)cc1 (stereo not drawn)	-0.1
CSc1nnc(CCCCCCCCc2nnc(SC)o2)o1	-0.5
O=C(NCC(=O)N1CCN(S(=O)(=O)c2c(F)cccc2F)CC1)c1ccccc1F	-0.1
CC1CCC(NC(=O)c2ccc3c(c2)OCO3)CC1 (stereo not drawn)	0.7
CCc1ccc2nc(NC(=O)c3ccc(N4C(=O)CCC4=O)cc3)sc2c1	4.4
Cc1ccc(-c2nnc(SCC(=O)N/N=C/c3ccccc3C(=O)O)n2-c2ccc(Cl)cc2)cc1	-1.8

Only part of the results is shown (hit frequency here may not be typical).
